ALOX12 inh = ALOX12 (human) lipoxygenase inhibition. P18054. purified 12hLO, xylenol orange hydroperoxide absorbance. Potency, µM (series often up to 108 µM), without a hit: at the highest dose activity change, negative = inhibition, most hits filed as inhibitors. 580,000 tested, 1.1% active; also: potency is read from the fitted curve at half-maximal effect; % is scaled to controls: 0 for no effect and ±100 for the full control effect
Target sequence (P18054 whole entry, looked up): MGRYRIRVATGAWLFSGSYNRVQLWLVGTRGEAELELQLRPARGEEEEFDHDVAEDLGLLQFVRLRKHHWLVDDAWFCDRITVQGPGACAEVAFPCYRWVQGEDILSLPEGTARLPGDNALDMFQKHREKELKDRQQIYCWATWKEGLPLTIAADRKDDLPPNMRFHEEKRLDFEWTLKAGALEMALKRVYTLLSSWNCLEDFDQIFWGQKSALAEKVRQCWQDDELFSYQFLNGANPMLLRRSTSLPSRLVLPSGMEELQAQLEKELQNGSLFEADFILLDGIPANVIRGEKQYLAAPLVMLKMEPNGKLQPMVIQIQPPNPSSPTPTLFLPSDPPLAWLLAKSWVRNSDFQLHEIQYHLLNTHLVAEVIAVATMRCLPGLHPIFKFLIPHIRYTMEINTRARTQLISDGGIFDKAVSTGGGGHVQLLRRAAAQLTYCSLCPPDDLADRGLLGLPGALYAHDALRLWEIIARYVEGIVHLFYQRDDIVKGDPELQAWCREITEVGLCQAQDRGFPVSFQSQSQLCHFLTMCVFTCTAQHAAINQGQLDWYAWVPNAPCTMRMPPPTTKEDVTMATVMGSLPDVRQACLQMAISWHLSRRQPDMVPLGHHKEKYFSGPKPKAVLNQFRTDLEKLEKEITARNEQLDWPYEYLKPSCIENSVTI
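Hydroperoxide product was detected by ferrous iron/xylenol orange as the 573 to 405 nm absorbance ratio. Arachidonic acid at 40 uM (final) was turned over for 30 min at room temperature by 150 nM human 12hLO, pH 7.0 Hepes buffer, after 15 min compound preincubation.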
APE1 inh = inhibitors of human APE1 endonuclease | P27695 | recombinant APE1, TAMRA/BHQ-2 abasic DNA cleavage fluorescence | Potency, µM (highest dose often 65.8 µM), for the others: top-dose activity change, negative = inhibition, most hits filed as inhibitors | 350,000 tested, 0.35% active | AID 2517;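 also: potency is read from the fitted curve at half-maximal effect; plate controls were vehicle for no effect and reference inhibitor for full effect; nearly all actives have a fitted effect of over 55% in size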
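Substrate: short duplex with […] THF abasic site, 5'-TAMRA and 3'-BHQ-2, 50 nM final. APE1 at 0.75 nM, preincubated 15 min RT with compound. Fluorescence increase from first to third read measured activity.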
ERG-DNA inh = ERG Ets/DNA interaction inhibition; P11308; fluorescence polarization, His-ERG Ets domain / labelled DNA; Potency, µM (series often up to 76.9 µM), without a hit: at the highest dose FP activity, negative = inhibition, actives largely listed as inhibitors; 370,000 tested, 0.028% active; AID 624246; active = well fitted inhibition curve with a large enough effect in the polarisation, with a control signal flat; inconclusive = small, poorly fitted or top-dose-only effect, or effect the other way, or a change in a side signal; inactive = no such curve, though single readings can be large or run the other way; the % refers to the polarisation;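 also: polarization taken with two DNA probes labelled with fluorescein and Texas red; potency is read from the fitted curve at half-maximal effect; % of control where 0% means no effect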
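His-tagged ERG Ets domain (1 uM in the protein solution; 300mM KCl, 50mM Tris-HCl, 1mM EDTA, 1mM DTT, pH 7.5) received compound, then a probe mix of 5 nM fluorescein-DNA and 100nM Texas-615-DNA. Fluorescence polarization was read for both dyes.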
TRHR agonist = agonists of human TRH receptor. TRHR cells, calcium flux fluo-8, FDSS agonist mode. activation, % at 2 µM. 360,000 tested, 0.18% active. AID 493084; in the data active = activation above about 30%; also: 0% is about no effect
Target sequence (P34981 whole entry, looked up): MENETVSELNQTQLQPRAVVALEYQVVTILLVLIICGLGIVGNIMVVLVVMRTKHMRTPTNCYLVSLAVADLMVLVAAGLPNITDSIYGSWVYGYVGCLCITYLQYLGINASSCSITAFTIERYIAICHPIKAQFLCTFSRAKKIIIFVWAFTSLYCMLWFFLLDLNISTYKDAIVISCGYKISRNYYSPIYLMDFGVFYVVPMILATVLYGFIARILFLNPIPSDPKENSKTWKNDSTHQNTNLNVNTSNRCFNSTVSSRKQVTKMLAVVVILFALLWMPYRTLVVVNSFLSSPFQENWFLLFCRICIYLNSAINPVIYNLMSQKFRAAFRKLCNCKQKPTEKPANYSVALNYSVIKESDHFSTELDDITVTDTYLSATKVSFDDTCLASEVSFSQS
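Agonist-mode FDSS calcium read (Ex 480/Em 530, 1 s cycles) in 1536-well TRHR cells with fluo-8 dye, after 10-cycle baseline and 23 nL compound addition; TRH at EC20 (10 nM final) added afterwards for the enhancer phase.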
Apoferritin bind = binds horse apoferritin like a general anesthetic. Potency, µM (titrated, usually from 77.5 µM), for inactives: at the highest dose activity change, negative = displacement, hits mostly inhibitors. P02791. apoferritin/1-aminoanthracene competitive binding, fluorescence. 350,000 tested, 0.074% active; also: potency is read from the fitted curve at half-maximal effect; % is scaled to controls: 0 for no effect and ±100 for the full control effect; nearly all actives have a fitted effect of over 20% in size
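Horse-spleen apoferritin (10 uM) was mixed with 50% saturated 1-aminoanthracene in PBS, exposed to compounds for 10 min at room temperature, and read for fluorescence (ex 380 nm, em 535 nm). Competitive displacement was fitted with a four-parameter Hill equation.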
Pol iota inh = inhibitors of human DNA polymerase iota; AID 588590; 390,000 tested, 1% active; Pol iota fluorescent replication assay, 10 min; Potency, µM (series often up to 115 µM), for inactives: at the highest dose activity, negative = inhibition, hits mostly inhibitors; Q9UNA4; also: potency is read from the fitted curve at half-maximal effect
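Fluorescent replication assay read twice, at 0 min and 10 min after adding 50 nM (final) substrate. Enzyme (10 nM) and compounds were first incubated 15 min at room temperature; enzyme-free buffer wells were negative controls.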
POLK inh = DNA polymerase kappa (human) inhibition; Q9UBT6; purified Pol kappa, fluorescent DNA synthesis assay, 10 min; Potency, µM (doses to about 107 µM), without a hit: at the top dose activity, negative = inhibition, most hits filed as inhibitors; 400,000 tested, 0.53% active; also: potency is read from the fitted curve at half-maximal effect; % is scaled to controls: 0 for no effect and ±100 for the full control effect
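Fluorescent qHTS in 1536-well format: enzyme (10 nM) and compound sat 15 min at room temperature before 50 nM substrate (final) was added. Signal taken at 0 and 10 min; no-enzyme buffer wells were negative controls.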
BLM inh = inhibitors of human Bloom syndrome helicase BLM; AID 2528; Potency, µM (titrated, usually from 56.1 µM), for inactives: at the highest dose activity change, negative = inhibition, most hits filed as inhibitors; 350,000 tested, 0.2% active; recombinant BLM DNA unwinding, fluorescence dequenching; P54132;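 also: potency is read from the fitted curve at half-maximal effect; plate controls were vehicle for no effect and no enzyme for full effect; nearly all actives have a fitted effect of over 35% in size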
Pol beta inh = inhibitors of human DNA polymerase beta; 340,000 tested, 1.3% active; Pol beta primer extension/strand displacement, fluorescence kinetic; Potency, µM (top dose mostly 114 µM), inactives show at the highest dose activity change, negative = inhibition, usual class: inhibitors; also: potency is read from the fitted curve at half-maximal effect; % is scaled to controls: 0 for no effect and ±100 for the full control effect
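Reaction started by 50 nM substrate onto compound-treated Pol beta (10 nM, 15 min preincubation, room temperature); plates read at 0 min and 10 min. Normalized concentration-effect data fitted by four-parameter Hill equation.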
An asterisk follows results filed as active; ? = inconclusive; nt = not tested or not shown; & = joins results of further samples; [ ] = dose if it differs, or a comment. Unless noted, calls follow the shape of the dose curve; as a rule, active = well fitted curve in the direction sought with a large enough effect; inconclusive = small, poorly fitted or top-dose-only effect, or another doubt; inactive = no such curve, though single readings can be large; an effect the other way counts as inactive or inconclusive. Not all compounds are listed (hit frequency here may not be typical).

SMILES	ALOX12 inh	APE1 inh	ERG-DNA inh	TRHR agonist	Apoferritin bind	Pol iota inh	POLK inh	BLM inh	Pol beta inh
CC(C)(C)OC(=O)[C@H](Cc1ccccc1)NC(=O)c1nc[nH]c1C(=O)N1CCN(c2ccccc2)CC1	-3%	-12%	-1%	-1.3	-7%	13%	-10%	-17%	11%
C=CCn1c(=O)[nH]c2cc(C(=O)N3CCN(c4cc(C)ccc4C)CC3)ccc2c1=O	0%	-1%	-1%	-0.9	-12%	6%	-5%	-4%	7%
COc1ccc(-c2[nH]ncc2-c2cnn(-c3ccccc3)c2)c(O)c1	-59%	-3%	-2%	-0.2	-11%	36%[activator]	-24%	-8%	13%
Brc1c(-c2ccc3c(c2)OCO3)nc2ncccn12	8%	-1%	-4%	0.1	-2%	20%	-13%	1%	21%
O=S(=O)(c1ccccc1)c1nc(-c2cccs2)oc1SCc1ccccc1F	?	nt	3%	1.7	-16%	-10%	3%	-7%	-22%
CCOC(=O)N1CCC(c2[nH][nH]c(=O)c2C)CC1	-21%	1%	2%	0.4	-5%	-4%	-4%	-8%	-7%
CC(=O)Nc1ccc(S(=O)(=O)NC(C)(C#N)C2CC2)cc1 (stereo not given)	-15%	22%	2%	-0.1	1%	35%[activator]	5%	-1%	-4%
O=C(COc1ccc2c(C(F)(F)F)cc(=O)oc2c1)Nc1ccc2c(c1)OCCO2	-22%	-5%	1%	1.5	130%[activator]	10%	-16%	-14%	7%
O=[N+]([O-])c1cccc(OCc2cn3cccnc3n2)c1	11%	14%	-4%	4.2	-19%	46%[activator]	-8%	-3%	3%
COc1cccc(NS(=O)(=O)c2ccc3c(c2)n(C)c(=O)n3C)c1	-6%	nt	-2%	1.2	6%	8%	1%	-6%	30%
O=C(O)c1cc(N2C(=O)C=CC2=O)cc(N2C(=O)C=CC2=O)c1	-24%	nt	-1%	nt	nt	1.1µM*	2.2µM*	nt	nt
Cc1occc1C(=O)N1CCN(c2ccc(Cl)c(Cl)c2)CC1	?	12%	-3%	0.6	-9%	-15%[58.9 µM]	-1%	-6%	-7%
O=C(CSc1nnc(-c2ccccc2Cl)n1Cc1ccco1)Nc1ccc2c(c1)OCCO2	1%	4%	0%	-2.1	-12%	11%	-2%	-2%	16%
O=C(CCCCCn1c(=O)[nH]c2ccsc2c1=O)NCc1ccccc1	-23%	nt	4%	0.4	-6%	27%	7%	0%	6%
O=C(CSc1nc2ccccc2c(=O)n1-c1ccc(F)cc1)Nc1ccc(C(=O)O)cc1	0%	28%	-14%	0.1	-12%	105%[activator]	2%	-1%	-2%
CCOC(=O)C1(CCc2ccccc2)CCN(C(=O)C2=C(C)OCCO2)CC1	-17%	-3%	-5%	0.5	-6%	5%	-3%	-4%	35%
COc1ccccc1NC(=O)CSc1nc(=O)n(CCN2CCOCC2)c2c1CCC2	7%	29%	-3%	-0.2	nt	26%	-11%	nt	nt
CC1(C)C(=O)Nc2ccccc2N1C(=O)CSc1nnc2c(Cl)cc(Cl)cn12	-4%	0%	-8%	0.2	-13%	5%	-8%	5%	28%
CC(C)Cc1cc(C(=O)N2CCC(N3CCC(C(=O)N4CCCC4)CC3)CC2)n[nH]1	3%	0%	9%	0.4	-11%	217%[activator]	-3%	-3%	14%
Cc1ccc(C)c2[nH]c(=O)c(C(c3nnnn3C(C)(C)C)N3CC=C(c4ccc(F)cc4)CC3)cc12 (stereo not given)	-1%	2%	1%	-0.2	-11%	-5%	-13%	-4%	8%
CCn1c(=S)sc2c(=O)n(CC(=O)Nc3ccc(Cl)cc3)c(C)nc21	1%	9%	4%	0.0	-1%	36%[activator]	2%	-4%	2%
COc1ccc(S(=O)(=O)N(C)CC(=O)NCCCN2CCOCC2)cc1C	-19%	nt	-18%	nt	nt	52%[activator]	2%	nt	nt
CCNS(=O)(=O)c1c(C)cc(C)c(N(C)S(=O)(=O)c2ccccc2)c1C	0%	3%	-10%	-0.2	-11%	-8%	0%	-15%	2%
Cc1c(N2C(=O)C(=O)/C(=C(/O)c3ccccc3)C2c2ccc(F)cc2)c(=O)n(-c2ccccc2)n1C (stereo not given)	-17%	-1%	-17%	0.8	-10%	14%	11%	5%	12%
Cc1cc[n+](CC(=O)Nc2nc3ccccc3s2)cc1	-7%	7%	-1%	0.1	-5%	29%	-3%	-13%	20%
CC(C(=O)O)n1c(-c2ccn[nH]2)n[nH]c1=S (stereo not given)	?	7%	2%	1.4	32%[activator]	24%	2%	2%	-3%
COc1ccc(Cl)cc1NC(=O)Cn1ncc2c3ccccc3n(Cc3ccccc3)c2c1=O	-24%	nt	3%	-2.4	56%[activator]	-12%	-4%	1%	7%
Cn1cc([N+](=O)[O-])c(C(=O)Nc2ccn(C34CC5CC(CC(C5)C3)C4)n2)n1	2%	4%	-8%	0.3	?	-10%	-9%	2%	37%
COc1ccc(OCc2cccc(C(=O)O)c2)cc1	166%[activator]	1%	6%	-0.4	-2%	9%	-3%	2%	-18%
Cc1ccnc(NC(=O)c2c(-c3ccccc3Cl)noc2C)c1	-18%	2%	-2%	0.0	-1%	38%[activator]	-12%	1%	21%
O=C(NC1CCN(Cc2ccccc2)CC1)c1ccc(Cn2c(=O)c3ccccc3n(Cc3cccc(F)c3)c2=O)cc1	?	nt	-3%	1.4	2%	-17%	-8%	-5%	44%
O=C(Cn1c(=O)oc2ccccc21)Nc1ccc(S(=O)(=O)N2CCCCC2)cc1	?	-7%	-1%	1.1	-1%	9%	6%	-3%	?
Cc1cc(C)cc(NC(=O)c2nnn(Cc3cccc(Br)c3)c2N)c1	-23%	nt	-10%	0.4	-22%	-23%	-7%	-7%	37%[activator]
Cc1sc2ccccc2[n+]1CCC(C)S(=O)(=O)[O-] (stereo not given)	0%	2%	-2%	0.8	-6%	?	3%	-10%	27%
COc1ccc(C(=O)NCCc2cccc(Cl)c2)cc1OC1CCN(C(C)=O)CC1	0%	-12%	2%	-0.5	-4%	5%	-10%	1%	11%
O=[N+]([O-])c1ccccc1S(=O)(=O)Nc1cccc(-c2ccc(N3CCOCC3)nn2)c1	0%	36%	10%	-0.1	nt	23%	-13%	nt	nt
COc1ccc(N(CC(=O)NCc2ccc3c(c2)OCO3)S(C)(=O)=O)cc1OC	11%	1%	nt	0.2	-9%	-14%	-7%	-3%	-7%
O=C(CSc1nnnn1C1CCCC1)Nc1ccccc1N1CCOCC1	-9%	-1%	9%	0.2	-13%	16%	-1%	3%	2%
Nc1nc(Cl)c2ncn(C3OC(CO)C(O)C3O)c2n1 (stereo not given)	3%	31%&2%	?	0.1	5%	19%	-1%	-1%	nt
Brc1cccc(CNCCSc2nnnn2-c2ccccc2)c1	-7%	nt	0%	-1.6	8%	?	1%	-1%	19%

Some of the entries so far, with values under each structure.
Second line of a record: ALOX12 inh | APE1 inh | ERG-DNA inh | TRHR agonist | Apoferritin bind | Pol iota inh | POLK inh | BLM inh | Pol beta inh
COc1ccc(S(=O)(=O)N(C)CC(=O)NCCCN2CCOCC2)cc1C
  -19% | nt | -18% | nt | nt | 52%[activator] | 2% | nt | nt
Cc1cc(C)cc(NC(=O)c2nnn(Cc3cccc(Br)c3)c2N)c1
  -23% | nt | -10% | 0.4 | -22% | -23% | -7% | -7% | 37%[activator]

Later entries.
SMILES	ALOX12 inh	APE1 inh	ERG-DNA inh	TRHR agonist	Apoferritin bind	Pol iota inh	POLK inh	BLM inh	Pol beta inh
CC1CCc2cc(F)ccc2N1C(=O)c1cccnc1 (stereo not given)	-4%	2%	4%	0.7	-2%	15%	1%	-4%	1%
COC(C(=O)Nc1ccc(F)cc1F)c1ccccc1 (stereo not given)	0%[57.4 µM]	1%	-1%	-0.2	-14%	12%	6%	-1%	13%
O=C(c1cccc(C(F)(F)F)c1)N1CCC(O)(CS(=O)(=O)Cc2ccccc2Cl)CC1	0%	-3%	-2%	1.5	-11%	20%	-1%	-2%	19%
O=C(NCc1ccc(Cl)cc1)c1cc(=O)[nH]c2ccccc12	-9%	-7%	-3%	-1.6	-3%	36%[activator]	4%	-2%	103%
COC(=O)c1ccc(C(=O)OC)c(NC(=O)COC(=O)C2CC2C)c1 (stereo not given)	-1%	2%	-1%	-0.2	-22%	17%	0%	-3%	-1%
CC(=O)c1ccc(N2CCN(S(=O)(=O)c3ccc4c(c3)C(C)(C)C(=O)N4)CC2)cc1	-13%	nt	5%	0.5	-5%	-13%	-7%	-2%	-19%
COC(=O)N1CCC2(CC1)CN(C(=O)Nc1ccc(OC)cc1)C2	-9%[57.4 µM]	1%	nt	nt	nt	nt	3%[60.1 µM]	-1%	nt
COc1cc(C(NC=O)C(=O)Nc2c(C)cccc2C)ccc1O (stereo not given)	1%	0%	-13%	0.4	-4%	20%	-24%	-1%	26%
CSCC[C@H](NC(=O)OC(C)(C)C)C(=O)N/N=C/c1ccc2nccnc2c1	252%[activator]	7%	-15%	0.5	-3%	8%[58.9 µM]	-10%	-1%	0%
N#Cc1ccc(Oc2cccnc2)cc1C#N	?	-1%	-7%	-1.0	0%	21%	-3%	1%	1%
O=C(CCc1nc2ccccc2c(=O)[nH]1)N1CCN(S(=O)(=O)c2ccc(Cl)c(C(F)(F)F)c2)CC1	-16%	2%	9%	-1.7	nt	21%	-12%	nt	nt
CC(C)C(=O)Nc1ccccc1N1CCN(S(C)(=O)=O)CC1	0%	5%	-16%	0.1	0%	-8%	3%	-3%	?
Cc1ccc(NC(=S)N2CCCCCC2)cc1	-110%	?	-1%	-1.0	-12%	4%[58.9 µM]	-5%	0%	-3%
O=C(COc1ccc(-n2cnnn2)cc1)NC1CCCCC1	-3%	-2%	-1%	-0.3	-11%	3%	1%	-1%	?
